hERG WT inh: KCNH2 (human, wildtype) channel inhibition; U2OS, BacMam KCNH2, thallium flux FluxOr; hits give low values; activity change, % at 1.84 µM; 340,000 compounds, 0.37% hits; AID 720551;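 active means maximum activity change below -70%; inconclusive means maximum activity change between -70% and -50%; inactive means maximum activity change above -50%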; further: on the % scale 0 is the no-effect control and ±100 the full control effect
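U2OS cells transduced with wild-type KCNH2 virus are loaded with FluxOr dye for 45 min, and thallium flux is measured in kinetic reads before and after stimulation buffer. Rate constants are normalized to DMSO controls.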
MLL CXXC-DNA inh: MLL CXXC-DNA interaction inhibition; 290,000 compounds, 0.037% hits; Q03164; Potency, µM (doses to about 115 µM), for inactives: top-dose activity change, negative = inhibition, actives largely listed as inhibitors; AID 2662; MLL-CXXC / FITC-HOXA9 DNA fluorescence polarization; active means well fitted inhibition curve with a large enough effect in the polarisation, with a control signal flat, not every such curve was filed as active; inconclusive means small, poorly fitted or top-dose-only effect, or effect the other way, or a change in a side signal; inactive means no such curve, though single readings can be large or run the other way; the % refers to the polarisation; further: potency means the concentration at half of the fitted maximal effect
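Steps: dispense CXXC domain solution (7 uM) → pin compounds or unlabeled HOX-A9 DNA control → 5 min ambient → add FLSN-HOX-A9 solution (50 nM) → spin → 30 min ambient → fluorescence polarization. Tris pH 7.5/NaCl/DTT/BSA buffer.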
MBNL1-CUG inh: inhibitors of human MBNL1 binding to CUG repeat RNA. TR-FRET MBNL1-His/biotin-(CUG)12 binding, 665/545 ratio. Q9NR56. 280,000 compounds, 0.036% hits. AID 2675. Potency, µM (highest dose often 57.5 µM), for inactives: at the highest dose activity change, negative = inhibition, hits mostly inhibitors; active means well fitted inhibition curve with a large enough effect in the signal ratio, with a control signal flat, not every such curve was filed as active; inconclusive means small, poorly fitted or top-dose-only effect, or effect the other way, or a change in a side signal; inactive means no such curve, though single readings can be large or run the other way; the % refers to the signal ratio; further: potency means the concentration at half of the fitted maximal effect; on the % scale 0 is the no-effect control and ±100 the full control effect
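Ratiometric TR-FRET (665 over 545 nm, excitation 340 nm) tracks disruption of MBNL1-His/biotin-(CUG)12 complex after 60 min at room temperature, with compounds at 92 nM to 58 uM final.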
a7 integrin act: activators of alpha7 integrin expression for muscular dystrophy; AID 624291; 350,000 compounds, 0.064% hits; Potency, µM (highest dose often 38.3 µM), for the others: at the top dose activation, actives largely listed as activators; alpha7betagal myoblasts, beta-gal FDG fluorescence, 48 h;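 further: potency means the concentration at half of the fitted maximal effect; 100% = response of the positive control SU9516; nearly all actives have a fitted effect of over 60% in size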
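Alpha7betagal+/- myoblasts (passage 13) were plated 16-24 hr, then exposed to compounds (1:260 dilution of DMSO stock) for 48 hours at 37C. After MPER lysis, β-galactosidase reporter activity was read as FDG fluorescence (ex 480/em 540) after 30 minutes.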
TRPV1 ag: agonists of human vanilloid receptor 1 (TRPV1); Q8NER1; TRPV1-expressing cells, Fluo-8 calcium influx, agonist mode; activation, % at 8.33 µM; 320,000 compounds, 0.19% hits; in the data active means activation above about 80%; inconclusive means between about 30% and that limit; further: 0% is about no effect
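TRPV1-expressing cells were cultured overnight at 35.5C and loaded with Fluo-8 calcium dye for 40 to 90 min at room temperature. After a 10 s baseline, compound was added and calcium influx was read kinetically for 3 min (ex 480/em 520 nm).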
ASM inhibitor: blocks human secretory acid sphingomyelinase | P17405 | placental ASM, HMU-PC fluorogenic substrate, 60 min | Potency, µM (top dose mostly 57.5 µM), inactives show at the top dose activity change, negative = inhibition, actives largely listed as inhibitors | 340,000 compounds, 0.006% hits | AID 504937; further: potency means the concentration at half of the fitted maximal effect
Target sequence (P17405 47-631 limits assumed): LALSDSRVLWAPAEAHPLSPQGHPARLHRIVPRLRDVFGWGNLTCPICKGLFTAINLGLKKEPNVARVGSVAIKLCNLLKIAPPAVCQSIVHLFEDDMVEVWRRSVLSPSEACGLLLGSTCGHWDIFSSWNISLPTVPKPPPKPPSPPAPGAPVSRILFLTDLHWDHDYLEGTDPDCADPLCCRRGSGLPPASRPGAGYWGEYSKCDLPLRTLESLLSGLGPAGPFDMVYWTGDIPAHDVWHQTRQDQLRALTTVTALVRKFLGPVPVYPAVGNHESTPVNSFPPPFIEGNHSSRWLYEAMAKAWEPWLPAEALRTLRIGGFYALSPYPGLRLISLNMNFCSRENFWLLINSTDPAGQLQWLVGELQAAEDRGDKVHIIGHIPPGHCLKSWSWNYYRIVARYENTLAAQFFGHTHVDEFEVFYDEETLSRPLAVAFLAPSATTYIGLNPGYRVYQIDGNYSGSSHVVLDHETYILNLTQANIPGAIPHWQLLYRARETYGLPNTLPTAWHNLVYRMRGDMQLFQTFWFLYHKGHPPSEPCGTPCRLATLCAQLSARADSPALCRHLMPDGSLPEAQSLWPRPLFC
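HMU-PC0 cleavage (9 uM final) by human placental ASM, 60 min at 37 °C following 10 min compound exposure at RT; stopped at pH 10, fluorescence Ex 386/Em 447 nm.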
KCNH2 3.1 block: KCNH2 3.1 (human) potassium channel inhibition; U2OS KCNH2 3.1, thallium flux FluxOr; hits give low values; activity change, % (tested at about 1.8 µM); AID 720553; 340,000 compounds, 0.95% hits;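 active means maximum activity change below -70%; inconclusive means maximum activity change from -70% to -50%; inactive means maximum activity change above -50%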;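 further: thallium influx rate constant from kinetic fluorescence after stimulation buffer; on the % scale 0 is the no-effect control and ±100 the full control effect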
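Thallium flux via FluxOr fluorescence (Red40 quencher, 45 min loading) in U2OS cells virally expressing the KCNH2 3.1 isoform (1.77 x 10^8 /mL virus, overnight at 37 C). Rate constants from 2-min kinetic reads post-stimulation, normalised to positive and negative controls.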
FBPA coupling cs: coupling enzyme interference in Giardia aldolase counter-screen; coupling enzyme system counterscreen, AmpLite Red fluorescence; activity change, negative = inhibition, % at 58.2 µM, hits read low; 290,000 compounds, 0.67% hits; AID 2472; in the data active means activity change below about -30%; further: on the % scale 0 is the no-effect control and ±100 the full control effect
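First, compound is pin-transferred into glyceraldehyde-3-phosphate coupling-enzyme reagent at 57.5 uM final and held 10 min at RT. Next, substrate, coupling system and AmpLite Red are added. After 20 min RT, fluorescence (525/598 nm) is read.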
AT treatment: potential ataxia-telangiectasia treatment; […] A-T fibroblasts, KAP-1 phosphorylation AlphaLISA; neocarzinostatin DNA damage 30 min before lysis; Potency, µM (titrated, usually from 57.5 µM), without a hit: at the top dose activation, usual class: activators; 320,000 compounds, 0.19% hits; AID 485349; further: potency means the concentration at half of the fitted maximal effect; % of control where 0% means no effect; nearly all actives have a fitted effect of over 45% in size
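hTERT-immortalized A-T patient fibroblasts ([…]), 500 cells/well in OPTI-MEM, 1% FBS, got compounds for 60 min, then NCS for 30 min at 37C. Lysates were then assayed for phospho-KAP-1 by AlphaLISA (anti-pKAP1 donor, anti-KAP1 acceptor beads), 6 hr at 25C.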
GALK inhibitor: inhibitors of human galactokinase; Purified GALK, Kinase-Glo residual ATP luminescence; 270,000 compounds, 0.007% hits; Potency, µM (top dose mostly 57.5 µM), inactives show at the highest dose activity change, negative = inhibition, most hits filed as inhibitors; further: potency means the concentration at half of the fitted maximal effect; on the % scale 0 is the no-effect control and ±100 the full control effect
Target sequence (P51570 whole entry, looked up): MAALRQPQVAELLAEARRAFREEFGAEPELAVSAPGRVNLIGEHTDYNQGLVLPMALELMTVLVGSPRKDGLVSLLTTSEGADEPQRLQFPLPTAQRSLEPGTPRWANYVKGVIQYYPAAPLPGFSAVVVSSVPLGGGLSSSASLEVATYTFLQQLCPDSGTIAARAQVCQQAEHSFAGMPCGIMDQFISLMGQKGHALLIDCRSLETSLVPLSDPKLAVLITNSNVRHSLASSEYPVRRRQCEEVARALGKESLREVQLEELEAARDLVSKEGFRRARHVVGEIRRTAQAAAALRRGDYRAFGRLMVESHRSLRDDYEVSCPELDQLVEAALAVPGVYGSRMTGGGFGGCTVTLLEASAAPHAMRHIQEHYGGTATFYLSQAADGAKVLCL
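Quantitative HTS: GALK 5 nM, ATP 35 uM, galactose 100 uM, 1 h room temperature, then luciferase-based ATP detection.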
Numbers without * were called inactive; [ ] = remark or other dose. Unless noted, the call rests on the fitted dose curve; in most records, active means well fitted curve in the direction sought with a large enough effect; inconclusive means small, poorly fitted or top-dose-only effect, or another doubt; inactive means no such curve, though single readings can be large; an effect the other way counts as inactive or inconclusive.

`COc1cc(C(C)=O)ccc1OC(=O)C(C)N1C(=O)c2ccccc2C1=O` (configuration not stated) gave hERG WT inh -9, MLL CXXC-DNA inh -1%, MBNL1-CUG inh 8%, a7 integrin act -15%, TRPV1 ag 1, ASM inhibitor -2%, KCNH2 3.1 block 2, FBPA coupling cs -1, AT treatment 5% and GALK inhibitor -2%.
`Cc1ccc(C2(C)NC(=O)N(CC(=O)NCc3ccccc3Cl)C2=O)cc1` (configuration not stated) gave hERG WT inh 9, MLL CXXC-DNA inh 8%, MBNL1-CUG inh 0%, a7 integrin act -21%, TRPV1 ag 4, ASM inhibitor 5%, KCNH2 3.1 block -39, FBPA coupling cs 2, AT treatment -3% and GALK inhibitor 2%.
For CCOC(=O)c1cnn2c(C)cc(-c3ccccc3)nc12 the results were hERG WT inh 5, MLL CXXC-DNA inh 13%, MBNL1-CUG inh 6%, a7 integrin act -22%, TRPV1 ag 5, ASM inhibitor 163%[activator], KCNH2 3.1 block -1, FBPA coupling cs -1, AT treatment 2% and GALK inhibitor -3%.
`COc1ccc(Cc2nnc(-c3cccc(C)c3)o2)cc1OC` gave hERG WT inh 30, MLL CXXC-DNA inh 0%, MBNL1-CUG inh -7%, a7 integrin act 24%, TRPV1 ag 4, ASM inhibitor -4%, KCNH2 3.1 block -4, FBPA coupling cs 0, AT treatment 22% and GALK inhibitor 0%.
CCOC(=O)C1C(=O)CC(C)(O)C(C(=O)OCC)C1c1ccc(Br)o1 (configuration not stated) was read as hERG WT inh 11, MLL CXXC-DNA inh -5%, MBNL1-CUG inh -10%, a7 integrin act 6%, TRPV1 ag 17, ASM inhibitor 0%, KCNH2 3.1 block 2, FBPA coupling cs -1, AT treatment 0% and GALK inhibitor 1%.
COc1ccc(C2C(C(=O)Nc3ccccc3OC)=C(C)Nc3ncnn32)cc1 (configuration not stated) was read as hERG WT inh 4, MLL CXXC-DNA inh 1%, MBNL1-CUG inh 14%, a7 integrin act 13%, TRPV1 ag -1, ASM inhibitor 153%[activator], KCNH2 3.1 block 21, FBPA coupling cs 0, AT treatment 2% and GALK inhibitor 0%.
Screening CN(C)S(=O)(=O)c1ccc(Cl)c(NC(=O)COC(=O)CCSc2ccccc2)c1 returned hERG WT inh 21, MLL CXXC-DNA inh 20%, MBNL1-CUG inh -6%, a7 integrin act 0%, TRPV1 ag -4, ASM inhibitor -9%, KCNH2 3.1 block -25, FBPA coupling cs -1, AT treatment 0% and GALK inhibitor -2%.
`Cc1ccnc(NC(=O)c2cccc(NC(=O)c3ccccc3C)c2)c1` gave hERG WT inh -4, MLL CXXC-DNA inh -13%, MBNL1-CUG inh 2%, a7 integrin act 1%, TRPV1 ag -9, ASM inhibitor -1%, KCNH2 3.1 block 8, FBPA coupling cs 3, AT treatment -5% and GALK inhibitor 0%.
For O=C(O)CSc1nnc(-c2ccc(S(=O)(=O)N3CCCC3)cc2)n1Cc1ccco1 the results were hERG WT inh 2, MLL CXXC-DNA inh 3%, MBNL1-CUG inh -7%, a7 integrin act 9%[7.66 µM], TRPV1 ag 0, ASM inhibitor 5%, KCNH2 3.1 block 16, FBPA coupling cs 0, AT treatment 5% and GALK inhibitor 0%.
CC(CNC(=O)c1ccc2c(c1)OCO2)c1ccc([N+](=O)[O-])cc1 (configuration not stated) was read as hERG WT inh -8, MLL CXXC-DNA inh 5%, MBNL1-CUG inh 25%, a7 integrin act 8%, TRPV1 ag inconclusive, ASM inhibitor -1%, KCNH2 3.1 block 4, FBPA coupling cs 0, AT treatment 5% and GALK inhibitor -1%.
`COc1ccc(C(=O)c2ccc(OC)cc2OC)cc1` gave hERG WT inh 4, MLL CXXC-DNA inh 2%, MBNL1-CUG inh -9%, a7 integrin act -9%, TRPV1 ag 2, ASM inhibitor -1%, KCNH2 3.1 block 4, FBPA coupling cs -2 and AT treatment 3%.
Screening Cc1c(Cc2ccc3c(c2)OCO3)sc(NC(=O)c2cccc3ccccc23)c1C(N)=O returned hERG WT inh -10, MLL CXXC-DNA inh 20%, MBNL1-CUG inh 1%, a7 integrin act -49%[inhibitor], TRPV1 ag 2, ASM inhibitor -2%, KCNH2 3.1 block -9, FBPA coupling cs -1 and AT treatment -8%.
For CSc1cccc(N=C2C(=O)Nc3ccccc32)c1 the results were hERG WT inh 0, MLL CXXC-DNA inh -1%, MBNL1-CUG inh inconclusive, a7 integrin act inconclusive, TRPV1 ag 1, ASM inhibitor 3%, KCNH2 3.1 block -3, FBPA coupling cs -1, AT treatment 1% and GALK inhibitor 3%.
Screening Cc1cccc(C)c1NC(=O)COC(=O)COc1ccc2c(C)cc(=O)oc2c1 returned hERG WT inh 2, MLL CXXC-DNA inh 5%, MBNL1-CUG inh -16%, a7 integrin act inconclusive, TRPV1 ag 9, ASM inhibitor 50%[activator], KCNH2 3.1 block -12, FBPA coupling cs 5, AT treatment -5% and GALK inhibitor -1%.
For Cc1c(OCC(=O)N2CCC(C(N)=O)CC2)ccc2c1oc(=O)c1ccccc12 the results were hERG WT inh -2, MLL CXXC-DNA inh 14%, MBNL1-CUG inh 1%, a7 integrin act 22%, TRPV1 ag 91*, ASM inhibitor 18%, KCNH2 3.1 block 4, FBPA coupling cs 0 and AT treatment 4%.
Cc1cs/c(=N/C(=S)Nc2ccccc2)n1C was read as hERG WT inh 1, MLL CXXC-DNA inh 11%, MBNL1-CUG inh 30%[activator], a7 integrin act -9%, TRPV1 ag 5, ASM inhibitor -1%, KCNH2 3.1 block 21, FBPA coupling cs 4, AT treatment -1% and GALK inhibitor 0%.
NC(=O)C1CCN(CC(=O)N2c3ccccc3CCc3ccccc32)CC1 was read as hERG WT inh -14, MLL CXXC-DNA inh 2%, MBNL1-CUG inh 6%, a7 integrin act 9%, TRPV1 ag -2, ASM inhibitor 5%, KCNH2 3.1 block -4, FBPA coupling cs -2, AT treatment 0% and GALK inhibitor -3%.
Screening CCCCCC1(C(=O)OCC)CC(CSC(=N)N)OC1=O (configuration not stated) returned hERG WT inh 6, MLL CXXC-DNA inh 2%, MBNL1-CUG inh -7%, a7 integrin act 1%, TRPV1 ag 2, ASM inhibitor 3%, KCNH2 3.1 block -17, FBPA coupling cs 2, AT treatment 6% and GALK inhibitor 4%.
Screening O=C(CCl)Nc1ncc(S(=O)(=O)c2ccc([N+](=O)[O-])cc2)s1 returned hERG WT inh 2, a7 integrin act 0%, ASM inhibitor -1%, KCNH2 3.1 block -3 and AT treatment 6%.
O=C(COc1ccccc1Br)NCCc1nc2ccccc2[nH]1 was read as hERG WT inh 12, MLL CXXC-DNA inh 16%, MBNL1-CUG inh -16%, a7 integrin act -15%, TRPV1 ag 14, ASM inhibitor -2%, KCNH2 3.1 block -12, FBPA coupling cs 1, AT treatment 3% and GALK inhibitor -2%.
Screening C/C(=C\C(=O)c1ccc(Cl)cc1)NCc1ccc2c(c1)OCO2 returned hERG WT inh 10, MLL CXXC-DNA inh 0%, MBNL1-CUG inh 3%, a7 integrin act 32%, TRPV1 ag 0, ASM inhibitor -3%, KCNH2 3.1 block -1, FBPA coupling cs 5, AT treatment 2% and GALK inhibitor -2%.
CCC(=O)Oc1ccc2c(C)cc(=O)oc2c1C(=O)CC was read as hERG WT inh -1, MLL CXXC-DNA inh 98%[activator], MBNL1-CUG inh -2%, a7 integrin act 31%, TRPV1 ag -11, KCNH2 3.1 block -2, FBPA coupling cs 9, AT treatment 6% and GALK inhibitor 0%.
`CCOC(=O)c1c(-c2ccc(OC)cc2)csc1/N=C/C1C(=O)CCCC1=O` gave hERG WT inh inactive, MLL CXXC-DNA inh 28%, MBNL1-CUG inh 12%, a7 integrin act -50%[inhibitor], TRPV1 ag 5, ASM inhibitor -9%, KCNH2 3.1 block -13, FBPA coupling cs -13, AT treatment 7% and GALK inhibitor 7%.
For O=C(Cc1n[nH]c(=O)[nH]c1=O)N/N=C/c1ccccc1O the results were hERG WT inh 1, MLL CXXC-DNA inh 7%, MBNL1-CUG inh 8%, a7 integrin act 15%, TRPV1 ag 2, ASM inhibitor 38%[activator], KCNH2 3.1 block 5, FBPA coupling cs 3, AT treatment -5% and GALK inhibitor -1%.
`Cc1ccccc1CN1C2=NCCCN2c2ccccc21` gave hERG WT inh 96, MLL CXXC-DNA inh 32%, MBNL1-CUG inh -5%, a7 integrin act -58%[inhibitor], TRPV1 ag 0, ASM inhibitor 1%, KCNH2 3.1 block inconclusive, FBPA coupling cs -2, AT treatment 4% and GALK inhibitor -2%.
For COc1cc(/C=C2\C(=N)N3N=CSC3=NC2=O)ccc1OS(=O)(=O)c1ccccc1[N+](=O)[O-] the results were hERG WT inh -10, MLL CXXC-DNA inh inconclusive, MBNL1-CUG inh inconclusive, a7 integrin act -2%, TRPV1 ag -2, ASM inhibitor -1%, FBPA coupling cs 7, AT treatment 7% and GALK inhibitor -7%.

Source: PubChem (National Center for Advancing Translational Sciences (NCATS))
